A549 viability: kills or reduces viability of A549 cells in Nrf2 counter-screen | A549 ARE-Fluc cells, CellTiter-Fluor viability, 18-24 h | 0.16% of 390,000 active | Potency, µM (highest dose often 46 µM), inactives show at the top dose activity change, negative = cytotoxicity, usual class: inhibitors; note: potency is the fitted concentration of half-maximal effect; % is set by controls: 0 for no effect and ±100 for the full control effect
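A549 ARE-Fluc cells in 5% FBS OPTI-MEM, 5000 cells/well, rested 2 h then exposed to compounds in concentration-response for 18-24 h at 37 °C. Viability by CellTiter-Fluor fluorescence (Ex 405/Em 525) after 30 min; luciferase luminescence (BugLite, 15 min, RT) read afterwards.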
Nrf2 inh: inhibitors of Nrf2 signaling; A549 ARE-Fluc reporter, luciferase luminescence, 18-24 h; Potency, µM (top dose mostly 46 µM), inactives show at the top dose activity change, negative = inhibition, usual class: inhibitors; 2.1% of 360,000 active; AID 504444; note: potency is the fitted concentration of half-maximal effect; % is set by controls: 0 for no effect and ±100 for the full control effect; nearly all actives have a fitted effect of over 60% in size
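Concentration-response testing used A549 ARE_Fluc cells at 5000 cells/well. Following an 18-24 h compound incubation, viability was read by fluorescence (Ex 405/Em 525) and luciferase output by luminescence.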
HepG2 tox: counter-screen for TGF-b inhibitors: cytotoxicity in HepG2 cells | HepG2 CAGA-GFP viability, ATP luminescence, 18 h | Potency, µM (series often up to 46.1 µM), for the others: top-dose activity change, negative = cytotoxicity, usual class: cytotoxic | 0.76% of 410,000 active | AID 588856; note: potency is the fitted concentration of half-maximal effect; some results filed as inactive show a strong effect at the top dose
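CellTiter-Glo luminescence gave cytotoxicity after 18 hours at 37 degrees C. The cells were HepG2 CAGA-GFP in 1% FBS DMEM, stimulated with 500 pg/mL TGF-beta after compound addition. %Activity was normalised to no-cell wells (complete cell-killing) and DMSO (no toxicity), and curves were fitted and classified.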
ATXN2 expr inh: reduces ATXN2 reporter expression in HEK-293 cells; HEK-293 ATXN2-luciferase reporter, luminescence, 24 h; Potency, µM (doses to about 57 µM), inactives show at the highest dose activity change, negative = inhibition, usual class: inhibitors; AID 1745845; 0.72% of 360,000 active; note: potency is the fitted concentration of half-maximal effect; % is set by controls: 0 for no effect and ±100 for the full control effect; nearly all actives have a fitted effect of over 55% in size
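qHTS (up to 57 uM final) was run with 24 h compound exposure of reporter cells at 37 °C. Each well was multiplexed: SteadyGlo luminescence measured ATXN2-luciferase expression after a fluorogenic Gly-Phe-AFC viability readout (25 uM final).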
TGFb SMAD3 inh: inhibitors of TGF-b signaling; 1.2% of 410,000 active; HepG2 CAGA-GFP TGF-b/SMAD3 reporter, GFP fluorescence, 18 h; TGF-beta stimulated, 500 pg/mL final; Potency, µM (highest dose often 46.1 µM), for the others: top-dose activity, negative = inhibition, actives largely listed as inhibitors; note: potency is the fitted concentration of half-maximal effect; % is set by controls: 0 for no effect and ±100 for the full control effect; nearly all actives have a fitted effect of over 65% in size
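First, reporter cells (HEPG2 CAGA-GFP) rested 2 h at 37 degrees C. Next, compounds were pinned in and TGF-beta added to 500 pg/mL final. After 18 h, GFP was imaged per cell and summed per well.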
Nrf2 ARE act: Nrf2 pathway activation; 0.31% of 410,000 active; AREc32 ARE-luciferase reporter (MCF7-derived line), luminescence, 24 h; Potency, µM (doses to about 46.1 µM), for inactives: at the highest dose activation, hits mostly activators; note: potency is the fitted concentration of half-maximal effect; % of control where 0% means no effect; nearly all actives have a fitted effect of over 65% in size
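Quantitative high-throughput format: AREc32 reporter cells, 1000 per well, received compound by pin transfer and were incubated 24 hr at 37 deg C, 5% CO2, before Steady-Glo luminescence detection.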
IL-1B inflam inh: blocks inflammasome-driven IL-1 beta release; activity change, % at 57.5 µM; 4.7% of 360,000 active; AID 743279; THP-1 LPS/ATP IL-1B secretion, AlphaLISA, 16 h; stronger effect = lower value; in the data active = activity change below about -50%; inconclusive = mostly about -30% to -49%; note: % is set by controls: 0 for no effect and ±100 for the full control effect
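Secreted IL-1B measured by AlphaLISA bead assay after 16 h compound exposure of THP-1 cells; compounds (final up to 57.5 uM) added 1 h before LPS (250 ng/mL) and ATP (1.25 mM) stimulation; lower signal means less secretion.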
S2 tox: cell viability loss in ATXN counter-screen | S2 cells (HEK-293 line with an ATXN2-luciferase reporter) viability, CellTiter-Fluor protease fluorescence, 24 h | Potency, µM (doses to about 56.7 µM), usual class: cytotoxic | 0.49% of 400,000 active | AID 651635; note: potency is the fitted concentration of half-maximal effect; nearly all actives have a fitted effect of over 40% in size
MCF10A rerep: DNA re-replication induction in MCF 10a cells. MCF 10A DNA re-replication, Hoechst nuclear intensity, 48 h. Potency, µM (titrated, usually from 46.1 µM), inactives show top-dose activity, positive = re-replication, actives largely listed as activators. 2.9% of 350,000 active. AID 624296; note: potency is the fitted concentration of half-maximal effect; % of control where 0% means no effect; nearly all actives have a fitted effect of over 50% in size
* hit, by the source's call; i = inactive; ? = inconclusive; . = no result given; & = joins results of further samples; [ ] = another dose, or the depositor's remark. Unless noted, calls come from the whole dose curve; as a rule, active = well fitted curve in the direction sought with a large enough effect; inconclusive = small, poorly fitted or top-dose-only effect, or another doubt; inactive = no such curve, though single readings can be large; an effect the other way counts as inactive or inconclusive.

SMILES	A549 viability	Nrf2 inh	HepG2 tox	ATXN2 expr inh	TGFb SMAD3 inh	Nrf2 ARE act	IL-1B inflam inh	S2 tox	MCF10A rerep
C[C@@H]1CN(S(=O)C(C)(C)C)[C@H](CCO)/C1=C\c1ccccc1 (stereo partly specified)	0%	1%	-4%	-3%	-35%	-0.6%	7	i	-1%
Oc1ccc(N2CCN(C(=S)NCCc3ccccc3)CC2)cc1	-16%	?	5%	?	9%	2.4%	26	i	?
CCOC(=O)c1sc(=S)n(-c2ccc(OC)cc2)c1C	-3%	-14%	-35%	-6%	0%	-0.2%	.	i	?
Cc1ccc(C)c(-c2ccc(=O)n(C(C)C(=O)Nc3ccccc3C(F)(F)F)n2)c1 (stereo unspecified)	1%	2%	-19%	-12%	-29%	4.8%	.	?	.
COc1ccc(CCNC(=O)CS(=O)Cc2nc(-c3ccccc3Cl)oc2C)cc1OC (stereo unspecified)	-3%	-5%	4%	.	0%	1.1%	-3	i	-1%
O=C(NCCCNc1ccc(C(F)(F)F)cc1[N+](=O)[O-])c1cc(F)c(F)cc1Cl	-5%	-6%	-16%	-18%	-39%	3.1%	-22	?	?
Cc1nc(SCC(O)CCl)c([N+](=O)[O-])[nH]1 (stereo unspecified)	-19%	12%	-6%	-6%	6%	-0.6%	8	i	17%
CN(C(=O)C1CCC(=O)N(CCc2ccc(Cl)cc2)C1)C1CCOCC1 (stereo unspecified)	-1%	-12%	2%	-2%	16%	-0.3%	-2	i	1%
O=C(NCCCCCCNC(=O)N1CCCCCC1)N1CCCCCC1	0%[1.84 µM]	-6%	-2%	4%	?	0.5%	-17	i	-7%
S=C(N/N=C/c1ccc2ncccc2c1)Nc1cccnc1	-4%	?	-13%	?	-7%	-0.7%	?	?	16%
COc1ccc(-n2nc3c(c2NC(=O)c2cc(Br)ccc2Cl)CS(=O)C3)cc1 (stereo unspecified)	-7%	-2%	-25%	1%	?	-0.7%	0	i	2%
CCCSc1ccc([C@@H]2[C@@H]3C(=O)N(C)C(=O)[C@@H]3[C@]3(C(=O)OC)CCCCN23)cc1OC	-4%	-7%	13%	-1%	18%	0.0%	-3	i	1%
CNC(=O)c1c(NC(=O)c2ccc(S(=O)(=O)N3CCC(C)CC3)cc2)sc2c1CCC2	4%	.	-5%	.	-22%	3.5%	.	.	.
CCc1cc2c(=O)n(CC(=O)NCCc3ccc(OC)c(OC)c3)cnc2s1	2%	2%	3%	3%	4%	-0.8%	30	i	-1%
CCN(Cc1ccc(C#CCCO)cc1)CC1CCCN(CCc2cccc(F)c2)C1 (stereo unspecified)	?	24%	-46%	-15%	-16%	-0.9%	-23	?	-1%
Cc1cc(C)cc(NC(=O)c2sc3nc(C)cc(C)c3c2N)c1	1%	?	-17%	10%	?	2.4%	-16	.	12%
COCCN1C(=O)c2ccccc2C(C(=O)NCc2ccco2)C1c1c[nH]c2ccccc12 (stereo unspecified)	-14%	-22%	-5%	-7%	-2%	-0.2%	17	i	2%
CC(C)(C)c1cc(NC(=O)COC(=O)C2CC2)n(-c2ccccc2)n1	-18%	-15%	-1%	0%	-7%	-0.8%	-23	?	-17%
N#CC1(CCCN2CCCCC2)c2ccccc2CCc2ccccc21	-3%	8%	5%	.	36%[activator]	3.4%	-57*	?	20%
Cc1ccc(S(=O)(=O)n2cnc3ccccc32)cc1	-3%	-3%	-37%	2%	-7%	0.2%	31	i	9%
COCCNC(=O)c1cccc(OC2CCN(Cc3ccccc3OCCO)CC2)c1	3%	2%	-26%	-12%	-26%	-0.9%	12	i	5%
c1ccc(-n2c(-c3cccs3)nc3nc4ccccc4nc32)cc1	-6%	-11%	-6%	-13%	8%	0.4%	20	i	?
COc1ccccc1C(=O)Nc1c(C(=O)N(CCN(C)C)Cc2ccco2)oc2ccccc12	0%&-13%	1%&-11%	-103%&-86%	-24%	?	-4.0%&-3.1%	?	i	?
COc1cccc(CNC(=O)C2CCCN(c3nnc(-n4c(C)ccc4C)s3)C2)c1OC (stereo unspecified)	2%	7%	-15%	6%	-47%	13%	.	i	.
N#Cc1c(NC(=O)/C=C/c2ccco2)sc2c1CCCC2	-24%	?	-1%	135%[activator]	-44%	15%	2	i	?
COc1cccc(CN(C)Cc2nc3cc(C(F)(F)F)ccc3c(=O)[nH]2)c1	4%	-5%	-34%	-18%	-7%	-0.1%	6	i	-6%
CC(Oc1ccc(Br)cc1)C(=O)N1CCc2ccccc21 (stereo unspecified)	3%	-20%	-25%	4%	20%	0.2%	-20	i	1%
O=C(CNCC1CCCO1)Nc1ccccc1N1CCOCC1 (stereo unspecified)	0%	.	8%	-2%	-1%	0.5%	0	i	?
Cc1nn(-c2ccccc2)c(Cl)c1/C=C/C(=O)c1ccccc1	6%	11%	11µM*	27%	?	?	-95*	i	?
CCCc1nnc(NC(=O)CCC(=O)Nc2ccc(Br)cc2)s1	1%	-21%	-20%	.	1%	-0.9%	6	i	-3%
O=C(CC(NCc1ccccn1)C(=O)O)Nc1ccccc1Cl (stereo unspecified)	-8%	-3%	3%	-4%	-1%	0.1%	76	i	-17%
Cn1c(CNC(=O)c2ccccc2)nnc1SCC(=O)N1CCN(c2ccccc2)CC1	-3%	2%	3%	-8%	7%	0.0%	51	i	?
Cc1ccc(C)c(NC(=O)C2(C)CCN2C(=O)C(C)C)c1 (stereo unspecified)	.	.	5%	6%	9%	0.2%	7	i	.
O=C(CCSc1ccccc1)Nc1nc2c(s1)COc1ccccc1-2	?	-17%	-37%	-25%	?	?	108	i	?
Cc1ccc(-c2nnn(C(C)C(=O)N3c4ccccc4CCc4ccccc43)n2)cc1 (stereo unspecified)	-4%	.	15%	-13%	7%	-0.7%	-1	i	3%
CC(C)(C)OC(=O)N1CCNc2ccccc2C1	-1%	.	-18%	-5%	0%	0.5%	5	i	-3%
O=C(COC(=O)c1cc(Cl)ccc1O)NCCNC(=O)COC(=O)c1cc(Cl)ccc1O	1%	-1%	0%	-10%	6%	-0.8%	-19	i	4%
CC1CCCCN1CCNC(=O)c1ccc2c(c1)N(Cc1cccc(Cl)c1)C(=O)c1ccccc1S2=O (stereo unspecified)	19%	?	-23%	-11%	-1%	2.5%	?	?	?
COc1ccc(C(=O)NCCNc2ncc(C(F)(F)F)cc2Cl)cc1[N+](=O)[O-]	-6%	?	-32%	-23%	-22%	-0.2%	-24	?	?
COC(=O)c1cc(OC)c(OC)cc1NCC(=O)Nc1cccc(C(F)(F)F)c1	-5%	-21%	-7%	-18%	-45%	3.1%	-12	i	4%
Cc1ccc(C(=O)Nc2c(C(=O)NCc3ccco3)cnn2-c2ccccc2)cc1	10%	4%	-1%	-8%	-2%	0.1%	-3	i	-1%
O=c1c(S(=O)(=O)c2ccc(Cl)cc2)cn(Cc2cccc(F)c2)c2ccc(F)cc12	13%	-18%	-18%	-24%	-11%	2.2%	0	i	3%
O=C(NCCO)/C(=C/c1ccc2c(c1)OCO2)NC(=O)c1ccc(Br)cc1	-12%	-23%	3%	6%	-13%	0.1%	-4	i	-8%
Cc1ccccc1S(=O)(=O)Cc1ccc(C(=O)N2CCN(c3ccccc3F)CC2)o1	-3%	?	-2%	-10%	-5%	-0.3%	13	i	16%
CCCCC(=O)OCC(=O)c1[nH]c(C)c(C(=O)OCC)c1C	12%	.	-6%	-11%	7%	-0.3%	16	i	-24%

Retrieved one by one from the entries so far (5):
SMILES	A549 viability	Nrf2 inh	HepG2 tox	ATXN2 expr inh	TGFb SMAD3 inh	Nrf2 ARE act	IL-1B inflam inh	S2 tox	MCF10A rerep
Cc1ccc(C(=O)Nc2c(C(=O)NCc3ccco3)cnn2-c2ccccc2)cc1	10%	4%	-1%	-8%	-2%	0.1%	-3	i	-1%
Cc1ccc(-c2nnn(C(C)C(=O)N3c4ccccc4CCc4ccccc43)n2)cc1 (stereo unspecified)	-4%	.	15%	-13%	7%	-0.7%	-1	i	3%
COC(=O)c1cc(OC)c(OC)cc1NCC(=O)Nc1cccc(C(F)(F)F)c1	-5%	-21%	-7%	-18%	-45%	3.1%	-12	i	4%
Cc1ccccc1S(=O)(=O)Cc1ccc(C(=O)N2CCN(c3ccccc3F)CC2)o1	-3%	?	-2%	-10%	-5%	-0.3%	13	i	16%
COc1ccc(C(=O)NCCNc2ncc(C(F)(F)F)cc2Cl)cc1[N+](=O)[O-]	-6%	?	-32%	-23%	-22%	-0.2%	-24	?	?

More results.
SMILES	A549 viability	Nrf2 inh	HepG2 tox	ATXN2 expr inh	TGFb SMAD3 inh	Nrf2 ARE act	IL-1B inflam inh	S2 tox	MCF10A rerep
COC(=O)c1ccccc1NC(=O)CSc1nc(C)cc(C)n1	13%	-10%	-7%	-10%	2%	0.2%	18	i	6%
CCc1cc(OCCCCNCc2ccccc2)ccc1Cl	15%	7%	-89%	-32%	?	3.6%	-102*	i	?
O=C(CSc1nnc(NC2CCCCC2)s1)N1CCOCC1	6%	?	4%	15%	3%	2.8%	7	i	0%
COc1cc(C=O)ccc1OCCSc1ccc(C)cc1	-13%[1.84 µM]	10%	0%	45%[activator]	9%	3.0%	5	i	0%
Cc1ccc(OCCC(=O)OCC(=O)NCCc2ccccc2)cc1	5%	-8%	-14%	-8%	-9%	3.0%	47	i	?
Cn1c(=O)c2c(-c3ccc(Br)cc3)n(Cc3ccc(F)cc3)cc2n(C)c1=O	-16%	?	-40%	?	?	-1.2%	.	?	.
COc1cc(/C=C2\C(=N)N3N=CSC3=NC2=O)ccc1OS(=O)(=O)c1ccccc1	-2%	3%	-8%	3%	0%	4.8%	33	i	3%
CN(CC(=O)N1CCN(c2cccc(Cl)c2)CC1)S(=O)(=O)c1cnc[nH]1	-2%	7%	12%	4%	0%	-0.8%	5	i	-2%
COc1ccccc1NC(=O)C1C2CCCCC21 (stereo unspecified)	3%	?	-22%	8%	5%	0.2%	-13	i	-1%
CC(NC(=O)c1ccccc1)C(=O)NC1CCCc2ccccc21 (stereo unspecified)	3%	16%	0%	4%	4%	3.0%	-1	i	0%
